High-throughput results (PubChem)
NFkB transloc pot: enhances IL-1B driven NFkB nuclear translocation; HUVEC IL-1B NFkB p65 nuclear translocation imaging; activation, % at 2 µM; 94,000 tested, 0.3% active;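 active = activation above 40%, about the mean plus 3 SD, also judged a hit on visual image review; inconclusive = activation above 40% but not a hit on visual review; inactive = activation not above 40% and no visual hit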;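 note: percent activation is computed from the nuclear over cytoplasmic p65 intensity ratio; values of inactives mirror those of a sister screen read the other way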
MRP reversal: compounds reversing MRP-mediated drug resistance. differential viability (reversal), % at 10 µM. 85,000 tested, 0.04% active. H69AR cells + 2 uM doxorubicin, CellTiter-Glo, 72 h;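 active = viability drop by adding the cancer drug above about 55%, with treated viability meeting a 40% cutoff, limit read from the data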;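 note: viability without doxorubicin minus viability with 2 µM doxorubicin for each compound; larger differential means the compound sensitizes cells more to doxorubicin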
IL1B NFkB inh: blocks IL-1B driven NFkB nuclear translocation in HUVEC cells. HUVEC IL-1B NFkB p65 nuclear translocation imaging. 94,000 tested, 0.43% active. inhibition, % at 2 µM. AID 796;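 active = inhibition above about 30% together with a positive call from visual inspection of the well image, limit read from the data; inconclusive = inhibition above a set limit but visual check negative; inactive = inhibition not above a set limit, visual check negative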;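 note: nuclear over cytoplasmic p65 intensity ratio measured by imaging; 0% = IL-1B stimulated DMSO wells and 100% = unstimulated DMSO wells; values of inactives mirror those of a sister screen read the other way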
PLAP inhibition: PLAP enzyme inhibitors, biochemical, luminescence, HTS (AID 690) | 96,000 tested, 0.08% active | inhibition, % at 20 µM, or IC50 in µM where a hit was titrated | purified PLAP, luminescent substrate; higher % means a stronger effect; in the data active = a potency from the dose series; inactive = the rest, 99 in 100 with inhibition below about 30%; note: strong numbers were not always called active
Bcl-B displacement: displacers of TR3 peptide from Bcl-B, primary screen, selectivity assay for Bfl-1 inhibitor project, biochemical, fluorescence polarization | FP displacement of FITC-TR3 peptide from Bcl-B; higher % means a stronger effect | displacement, % at 20 µM, or IC50 in µM where a hit was titrated | 96,000 tested, 0.11% active | AID 748;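 active = displacement above 50% at 20 µM plus a fluorescence interference ratio under 1.5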;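 note: plate controls were wells without compound for no effect and wells lacking Bcl-B protein for full effect; a part of the inactive calls stands beside numbers as strong as those of hits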
MRP reversal cytotoxicity: recorded beside MRP reversal, whose call it bears; viability, %; H69AR cells, CellTiter-Glo, 72 h; measured here: cytotoxicity without doxorubicin
MRP reversal with doxorubicin: second read-out of MRP reversal, no call of its own (marks repeat the call); viability, %; measured here: viability with 2 uM doxorubicin; hits give low values
IL1B NFkB inh cell count 2 µM: also measured in IL1B NFkB inh; calls as there; cell count; measured here: cells passing quality filter;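 raw number of nuclei counted in each imaged well without normalization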
NFkB transloc pot cell count 2 µM: also measured in NFkB transloc pot; calls as there; cell count; measured here: cells passing quality filter
The depositor's hits bear a star; u = inconclusive; x = no result given.

SMILES	NFkB transloc pot	NFkB transloc pot cell count 2 µM	MRP reversal	MRP reversal cytotoxicity	MRP reversal with doxorubicin	IL1B NFkB inh	IL1B NFkB inh cell count 2 µM	PLAP inhibition	Bcl-B displacement
COc1ccc(C(=O)c2cnc(C(C)C)n2C)cc1	12	146	9	100	91	-12	146	18%	-11%
O=C(NCCCNc1ccc(C(F)(F)F)cc1[N+](=O)[O-])c1cc(F)c(F)cc1Cl	7	124	x	x	x	-7	124	-25%	3%
Cc1nc(SCC(O)CCl)c([N+](=O)[O-])[nH]1 (configuration not stated)	1	136	-1	93	94	-2	136	x	x
COCCN1C(=O)c2ccccc2C(C(=O)NCc2ccco2)C1c1c[nH]c2ccccc12 (configuration not stated)	-1	146	x	x	x	1	146	-69%	-10%
COc1ccc(-n2nc3c(c2NC(=O)c2cc(Br)ccc2Cl)CS(=O)C3)cc1 (configuration not stated)	25	205	16	94	79	-25	205	4%	3%
Cc1ccc(S(=O)(=O)n2cnc3ccccc32)cc1	-14	116	2	87	85	14	116	x	x
CC(C)(C)c1cc(NC(=O)COC(=O)C2CC2)n(-c2ccccc2)n1	-6	78	12	98	86	6	78	3%	-7%
CC(C)(C)OC(=O)N1CCNc2ccccc2C1	-5	193	5	98	93	5	193	1%	1%
O=C(CCSc1ccccc1)Nc1nc2c(s1)COc1ccccc1-2	9	54	1	95	94	-8	54	-12%	1%
O=C(CNCC1CCCO1)Nc1ccccc1N1CCOCC1 (configuration not stated)	-1	204	-3	103	107	1	204	4%	-18%
Cc1nn(-c2ccccc2)c(Cl)c1/C=C/C(=O)c1ccccc1	6	178	x	x	x	-6	178	-54%	-16%
CCCCC(=O)OCC(=O)c1[nH]c(C)c(C(=O)OCC)c1C	37	158	x	x	x	-37	158	14%	2%
Cc1ccc(C(=O)Nc2c(C(=O)NCc3ccco3)cnn2-c2ccccc2)cc1	-6	145	22	97	75	6	145	-30%	-6%
Cc1ccc(Oc2ccc(NC(=O)CCC(=O)OCC(=O)c3cccs3)cc2)cc1C	13	122	x	x	x	-13	122	-1%	-12%
CC1(C)NC(=O)N(c2ccccc2Cl)C1(C)NO (configuration not stated)	x	x	10	97	87	x	x	-1%	-7%
Cc1ccc2c(c1)NC(=O)C(CC(=O)NCCCN1CCN(c3cc(Cl)ccc3C)CC1)O2 (configuration not stated)	x	x	-14	49	63	x	x	-58%	-2%
COc1cc(C=O)ccc1OCCSc1ccc(C)cc1	-1	141	x	x	x	1	141	-4%	0%
CCOc1ccccc1NS(=O)(=O)c1c(C)noc1C	14	98	5	93	88	-14	98	0%	-5%
Cc1cc(C)c(S(=O)(=O)c2ccccc2)c(N(C)C)n1	5	138	x	x	x	-5	138	5%	-20%
Cc1nc2nc(-c3cccs3)cn2nc1C	-4	101	14	99	85	4	101	-59%	82%
O=C(Cc1c(O)c2ccccc2[nH]c1=O)OC1CCCCC1	33	164	1	100	99	-33	164	12%	-3%
O=c1cc[nH]c2cccc(Cc3ccccc3)c12	8	176	-1	85	85	-8	176	10%	-13%
CCc1c(C)nc2nc(NC(C)=O)[nH]n2c1=O	1	150	x	x	x	-1	150	13%	8%
CCn1c(O)c(C=NCCN2CCOCC2)sc1=S	29	87	-16	95	111	-29	87	14%	4%
O=C(N/N=C/c1cccnc1)c1ccc([N+](=O)[O-])cc1	6	145	x	x	x	-6	145	3%	0%

Quoted at random: 4 entries already listed, in no set order.
SMILES	NFkB transloc pot	NFkB transloc pot cell count 2 µM	MRP reversal	MRP reversal cytotoxicity	MRP reversal with doxorubicin	IL1B NFkB inh	IL1B NFkB inh cell count 2 µM	PLAP inhibition	Bcl-B displacement
COc1ccc(C(=O)c2cnc(C(C)C)n2C)cc1	12	146	9	100	91	-12	146	18%	-11%
O=C(NCCCNc1ccc(C(F)(F)F)cc1[N+](=O)[O-])c1cc(F)c(F)cc1Cl	7	124	x	x	x	-7	124	-25%	3%
O=C(N/N=C/c1cccnc1)c1ccc([N+](=O)[O-])cc1	6	145	x	x	x	-6	145	3%	0%
Cc1ccc(S(=O)(=O)n2cnc3ccccc32)cc1	-14	116	2	87	85	14	116	x	x

Next part.
SMILES	NFkB transloc pot	NFkB transloc pot cell count 2 µM	MRP reversal	MRP reversal cytotoxicity	MRP reversal with doxorubicin	IL1B NFkB inh	IL1B NFkB inh cell count 2 µM	PLAP inhibition	Bcl-B displacement
CC1CC(C)(C)CC2(C1)NC(=S)N(c1ccccc1)N2 (configuration not stated)	17	169	2	97	95	-17	169	13%	-3%
COc1ccccc1-n1cc(C(=O)NCC(=O)N2CCN(c3ccccc3)CC2)c2ccccc2c1=O	19	130	8	93	84	-19	130	-22%	0%
O=C(Cn1cnc2c(oc3ccccc32)c1=O)NCCc1ccccc1	16	147	-9	95	104	-16	147	x	x
Cc1cc(C)n2c(Nc3ccc4c(c3)OCCO4)c(-c3ccc(C)o3)nc2n1	14	179	14	80	66	-14	179	-46%	6%
O=c1c2c(ncn1CCO)nc1n2CCC1	11	138	3	95	92	-11	138	x	x
CC(C)c1c(O)nc(SCCN2CCOCC2)[nH]c1=O	7	73	-8	100	108	-7	73	-4%	4%
CC1(C)CC(=O)C2=C(C1)N(Cc1ccco1)C(=O)NC2(C(F)(F)F)C(F)(F)F	6	71	14	95	81	-6	71	22%	1%
COc1cccc(-n2c(SCC(N)=O)nc3c([nH]c4ccccc43)c2=O)c1	x	x	-15	23	38	x	x	14%	-8%
O=C(NCC(c1cccnc1)N1CCN(c2ccc(F)cc2)CC1)c1ccc2c(c1)OCO2 (configuration not stated)	-9	129	4	90	86	9	129	-63%	-6%
COC(=O)c1nc2n(n1)C(c1cc(OC)ccc1OC)C(C(=O)OC1CCCCC1)=C(C)N2 (configuration not stated)	11	135	x	x	x	-11	135	-7%	-9%
C=CCn1c(NCCO)nc2c1c(=O)n(C)c(=O)n2C	x	x	2	90	88	x	x	9%	8%
COC(=O)COc1ccccc1C(N)=O	1	140	19	102	83	-1	140	-8%	1%
O=C(Nc1ccc(OC(=O)c2ccco2)cc1)c1ccco1	20	129	-2	83	85	-20	129	x	x
COc1ccccc1CNC(=O)C1CCN(S(=O)(=O)N2CCCCC2)CC1	-9	147	5	103	97	9	147	-34%	-4%
CCc1c(C(=O)NCc2cnn(C)c2)csc1C	2	112	5	84	79	-2	112	x	x
C=CCNC(=O)c1ccc(C)c(Br)c1	5	98	-3	96	99	-5	98	9%	-4%
Cc1n[nH]c(C)c1N1C(=O)c2cccc3c(N4CCCCCC4)ccc(c23)C1=O	3	122	-3	35	38	-3	122	-6%	59%
O=C(/C=C/c1ccc(Cl)c(Cl)c1)n1cccn1	-22	150	-11	10	21	22	150	-13%	5%
COC(=O)CCN(C1CCCCC1)S(=O)(=O)c1ccc(S(=O)(=O)NC2CCCCC2)cc1	14	214	-3	90	93	-14	214	-53%	-11%
CCOC(=O)c1ccc(CNC(=O)Cn2nnc(-c3ccc(C)cc3)n2)o1	-1	113	8	99	91	1	113	2%	4%
Cc1ccc(NC(=O)CCN2C(=O)CSC2=O)c(C)c1	19	163	-12	89	102	-19	163	x	x
COc1ccc2c(C)cc(SCC(=O)N3CCOCC3)nc2c1	2	156	-1	83	83	-2	156	-88%	-84%
COc1ccc(S(=O)(=O)N2CCN(c3c(C)cccc3C)CC2)cc1OC	23	198	1	93	92	-23	198	-55%	-1%
CC(C)NC(=O)c1ccc(-c2ccc(Cl)c(C(F)(F)F)c2)o1	-4	198	22	95	73	4	198	22%	-8%
Clc1ccccc1-c1cc(COc2ccc3ccccc3c2)no1	-9	173	x	x	x	9	173	20%	0%

Remaining list, next part:
SMILES	NFkB transloc pot	NFkB transloc pot cell count 2 µM	MRP reversal	MRP reversal cytotoxicity	MRP reversal with doxorubicin	IL1B NFkB inh	IL1B NFkB inh cell count 2 µM	PLAP inhibition	Bcl-B displacement
Cn1cccc1Cc1nnc(SCC(=O)NCc2ccco2)n1-c1ccc(F)cc1	12	38	x	x	x	-12	38	-24%	0%
O=C(CSc1nnc(CCCO)n1-c1ccccc1)NCCc1ccccc1	-2	110	7	90	83	2	110	-34%	0%
COc1ccc(CC2S/C(=C(\C#N)C(=O)NCc3ccco3)N(c3ccc(C)cc3)C2=O)cc1 (configuration not stated)	0	167	1	90	89	0	167	7%	-4%
Cc1cc(SCC#N)n2nc(C)c(-c3ccc(Cl)cc3)c2n1	1	193	-24	43	68	-1	193	16%	4%
CCN(CC)CCNC(=O)CCCNC(=O)Cn1cnc2sc(C)c(C)c2c1=O	20	50	x	x	x	-18	50	0%	-6%
Cn1c(SCC(=O)NCc2cccs2)nnc1-c1ccc(S(=O)(=O)N2CCCC2)cc1	-1	101	9	94	85	1	101	-34%	-3%
Fc1ccc(NCc2cccnc2)cc1	1	181	-1	93	94	-1	181	16%	-16%
C1=C(c2cccc3ccccc23)N2CCN=C2S1	-8	168	x	x	x	8	168	26%	-3%
O=c1cc(N2CCN(c3ccccc3)CC2)[nH]c(=O)n1-c1ccccc1Cl	u	x	-2	91	94	-40	163	7%	6%
COc1ccccc1N1CCN(C(=O)c2ccoc2C)CC1	-6	93	0	95	94	6	93	-53%	-42%
CCN(CC)c1ccc(CN(C(=O)c2cc(OC)c(OC)c(OC)c2)C2CCS(=O)(=O)C2)cc1 (configuration not stated)	21	190	8	56	48	-21	190	-47%	-2%
O=C(Nc1ccc(Cl)cn1)c1cc(S(=O)(=O)N2CCCCC2)ccc1Cl	17	106	-9	52	61	-17	106	-18%	4%
COC(=O)C1=C(C(C)=O)C(c2ccc(C(=O)OC)cc2)n2nnnc2N1 (configuration not stated)	9	76	14	96	81	-9	76	-4%	8%
CCOc1ccc(OCC)c(NS(=O)(=O)c2ccc3c(c2)n(C)c(=O)c(=O)n3C)c1	-27	123	5	80	75	27	123	-4%	-1%
Cc1ccc2c(c1)N(CC(=O)NC1CCCc3ccccc31)C(=O)CO2 (configuration not stated)	-1	135	0	94	94	1	135	4%	-8%
CN(C)c1ccc(C(=O)C(O)c2ccc(C(C)(C)C)cc2)cc1 (configuration not stated)	10	67	0	87	86	-10	67	-10%	-1%
CC(C)Sc1nnc([C@H](Cc2c[nH]c3ccccc23)NC(=O)OC(C)(C)C)o1	-1	184	2	74	72	1	184	-46%	-3%
COc1cccc(NC(=O)CN(C)S(=O)(=O)c2ccc(C)cc2)c1	x	x	3	90	87	x	x	14%	13%
Cc1ccc(C(OC(=O)c2ccco2)C(=O)NC2CCCCC2)cc1 (configuration not stated)	4	154	14	102	88	-4	154	-2%	2%
O=C1Nc2ccc(F)cc2C12SCCS2	0	168	x	x	x	0	168	1%	8%
CCCNC(=O)N1CCN(S(=O)(=O)c2ccc(C)cc2)CC1	-2	186	-2	91	93	2	186	-4%	12%
Cc1ccccc1OCCn1cnc2c(N)ncnc21	-10	133	-2	81	83	10	133	x	x
COc1ccc(S(=O)(=O)Nc2cc(C)on2)cc1OC	7	162	-3	86	90	-8	162	x	x
CC(C)OC(=O)c1cccnc1N1CCN(c2ccc(F)cc2)CC1	17	168	x	x	x	-17	168	6%	9%
CCCCn1c(C(C)NC(=O)CC)nc2ccccc21 (configuration not stated)	-1	49	13	98	85	1	49	-10%	-8%

(continued)
SMILES	NFkB transloc pot	NFkB transloc pot cell count 2 µM	MRP reversal	MRP reversal cytotoxicity	MRP reversal with doxorubicin	IL1B NFkB inh	IL1B NFkB inh cell count 2 µM	PLAP inhibition	Bcl-B displacement
O=S(=O)(c1ccccc1)N1CCN(c2nnnn2-c2ccccc2)CC1	9	54	6	97	91	-9	54	4%	9%
COC(=O)c1ccc(-c2ncc(-c3cccc4ccccc34)o2)cc1	-5	165	-33	36	69	5	165	x	x
CCCOc1ccc(N2C(=O)CC(SCCN)C2=O)cc1 (configuration not stated)	10	183	-5	97	102	-10	183	2%	2%
O=C(Nc1nccs1)c1ccc(S(=O)(=O)NCc2cccs2)cc1	12	216	-18	51	69	-12	216	-44%	1%
Cc1cccc(Nc2nc3c(c(=O)n(C)c(=O)n3C)n2CC(O)CO)c1 (configuration not stated)	6	125	-1	83	84	-6	125	-2%	-2%
Cn1nc(CC(=O)NCc2cccc3ccccc23)c2ccccc2c1=O	-6	200	-7	34	41	6	200	11%	-6%
CCOC(=O)c1ccc(NS(=O)(=O)c2ccc3c(c2)CCCN3C(C)=O)cc1	-9	79	11	94	83	9	79	-2%	-20%

Only part of the results is shown (hit frequency here may not be typical).
